# Screening data deposited in PubChem by several laboratories.
# bCat KO growth = beta-catenin-lacking colon tumor cell growth suppression | HCT116 beta-catenin knockout viability, CellTiter-Glo, 60 h; hits give low values | viability, % at 10 µM | 140,000 tested, 1.5% active;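 active means viability at or under a set limit, the compound median less 4 SD, cut at about 6% in these data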;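 further: 0% = Hyamine 1622 control at 20 µM and 100% = untreated cell control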
# NPY Y2 blocker = NPY-Y2 (human) receptor antagonism | NPY-Y2 expressing cells, antagonist mode | 140,000 tested, 0.99% active | inhibition, % at 2.7 µM | P49146 | AID 793; in the data active means inhibition above about 17%;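 further: 0% = vehicle with agonist challenge and 100% = reference antagonist with challenge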
# Target sequence (P49146 whole entry, looked up): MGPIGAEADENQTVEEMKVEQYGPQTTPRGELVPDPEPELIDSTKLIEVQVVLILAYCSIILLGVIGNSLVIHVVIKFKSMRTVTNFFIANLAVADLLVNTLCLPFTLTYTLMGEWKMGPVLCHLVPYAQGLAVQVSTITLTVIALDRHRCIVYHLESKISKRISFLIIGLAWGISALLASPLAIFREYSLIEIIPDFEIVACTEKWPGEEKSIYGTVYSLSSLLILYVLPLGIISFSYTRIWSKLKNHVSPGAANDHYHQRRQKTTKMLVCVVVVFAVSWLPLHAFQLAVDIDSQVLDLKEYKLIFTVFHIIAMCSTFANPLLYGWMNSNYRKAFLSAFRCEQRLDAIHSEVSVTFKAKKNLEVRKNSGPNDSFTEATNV
# PTEN del growth = suppresses growth of cells with PTEN deletion | HCT116 PTEN-null viability, CellTiter-Glo, 60 h; hits give low values | viability, % at 10 µM | 140,000 tested, 1.2% active | AID 827;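 active means viability at or below a set limit, 4 SD under the median of all tested compounds, cut at about 3.7% in these data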;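 further: PTEN knockout HCT116 line with beta catenin targeted HCT116 as companion control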
# GALR2 antag = GALR2 (human) receptor antagonism | O43603 | GALR2-expressing cells, antagonist mode | inhibition, % at 4 µM | 140,000 tested, 0.39% active; in the data active means inhibition above about 27%;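 further: cells stimulated with galanin 1-16 at roughly its EC80; 0% = agonist challenge control and 100% = basal control without agonist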
# Target sequence (O43603 whole entry, looked up): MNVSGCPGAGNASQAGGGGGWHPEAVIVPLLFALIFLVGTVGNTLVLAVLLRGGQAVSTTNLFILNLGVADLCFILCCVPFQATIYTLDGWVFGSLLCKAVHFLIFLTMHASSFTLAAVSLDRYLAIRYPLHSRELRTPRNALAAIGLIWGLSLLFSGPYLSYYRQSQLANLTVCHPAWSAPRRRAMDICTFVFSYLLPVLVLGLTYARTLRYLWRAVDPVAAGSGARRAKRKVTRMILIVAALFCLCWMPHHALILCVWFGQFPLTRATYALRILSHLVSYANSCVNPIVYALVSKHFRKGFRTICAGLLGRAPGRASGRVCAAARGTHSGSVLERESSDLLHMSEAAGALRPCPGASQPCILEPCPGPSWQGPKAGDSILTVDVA
# Phagocytosis inh = blocks phagocytosis by macrophages | J774A.1 macrophage IgG-bead phagocytosis, imaging | inhibition, % at 5 µM | 110,000 tested, 0.07% active | AID 1029;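 active means inhibition above the mean of the plate negative controls plus 5 SD, cut at about 13% in these data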;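 further: phagocytic index as fraction of beads internalized from green versus red external bead signal; plate controls were DMSO negative control for no effect and cytochalasin-D positive control for full effect; some results beyond the cut were filed as inactive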
# E-sel TNF inh = TNF alpha driven E-selectin expression inhibition; 120,000 tested, 0.71% active; AID 1246; inhibition, % at 2 µM; HUVEC TNFa-induced E-selectin immunofluorescence, high content;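 active means inhibition above the batch mean plus 3 SD, and confirmed as a hit on visual image review, cut at about 43% in these data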;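 further: 0% = TNF-stimulated DMSO wells and 100% = unstimulated control wells; not every result past the cut was called active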
# Measles CPE = protection of cells from measles virus. 140,000 tested, 1.5% active. Measles virus-infected cells, CPE protection, absorbance. protection (pct of control), % at 4 µM; in the data active means protection mostly above about 24%, no sharp cut-off; inactive means mostly below about 26%; further: some compounds called inactive have numbers as strong as hits
# Yeast lifespan up = yeast lifespan extension. S. cerevisiae growth with nicotinamide, OD615; deaD strain in restrictive glucose medium. inhibition of the nicotinamide effect, % at 10 µM. 130,000 tested, 0.68% active. AID 775;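 active means inhibition above a set limit, placed 3 SD over the median of all compounds, cut at about 26% in these data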;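 further: 0% = nicotinamide-treated wells and 100% = cells grown without nicotinamide; some compounds called inactive have numbers as strong as hits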
#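 Test system – modified budding yeast, DeaD strain · Compound – single dose 10 µM compound, 0.25% DMSO · Times – culture preincubation 4 h, compound exposure 48 h, both 30 °C · Detection – optical density (absorbance) at 615 nm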
# Yeast growth inh = yeast BB579 growth reduction in restrictive medium. S. cerevisiae BB579 growth, OD615, 48 h. inhibition, % at 10 µM. 140,000 tested, 0.51% active. AID 804;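 active means inhibition above a set limit, 3 SD over the mean compound inhibition, cut at about 44% in these data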; further: inactives centre near -24
#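 Assay system – yeast BB579 (DeaD) · Dosing – single compound dose of 10 µM, 0.25% DMSO final · Detection – OD615 turbidity measurement · Buffer or medium – CSMM-D restrictive synthetic medium containing dextrose (glucose) · Benchmarks – positive control amphotericin B 10 µg/mL · Incubation – 48 h exposure, 30 °C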
# MRP-1 activ = activates MRP-1; 140,000 tested, 0.61% active; H69AR cells + doxorubicin, viability rescue, CellTiter-Glo; AID 799; viability increase, % at 10 µM;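 active means viability gain under doxorubicin at or above a set limit, the compound median plus 3 SD, cut at about 4.7% in these data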;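 further: MRP-1 overexpressing cells given doxorubicin 25 µM after compound pretreatment; 18-22 h compound pretreatment then 72 h with doxorubicin before readout; 0% = doxorubicin-only wells and 100% = vehicle-treated cells without doxorubicin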
# Numbers without * were called inactive; . = not tested or not shown.
SMILES,bCat KO growth,NPY Y2 blocker,PTEN del growth,GALR2 antag,Phagocytosis inh,E-sel TNF inh,Measles CPE,Yeast lifespan up,Yeast growth inh,MRP-1 activ
Cc1cc2c(ncn2C)c(NS(=O)(=O)c2cc(Cl)ccc2Cl)c1C,88.4,1.4,95.9,3.6,-0.6,16.6,20.7,-3.3,-46.4,-1.0
Fc1ccccc1-c1nc(-c2ccccc2)no1,82.4,2.7,86.5,7.8,.,15.9,8.8,-9.5,2.7,-3.4
COc1cc2c(cc1NC(=O)Cn1cnc3c1c(=O)n(C)c(=O)n3C)oc1ccccc12,72.1,-1.1,81.2,-19.0,-0.6,23.2,4.7,-7.1,-21.9,-1.3
CCOc1ccc(NC(=O)C2CCCCN2S(=O)(=O)c2ccccc2)cc1 (stereo not given),85.0,-0.2,85.7,5.9,-1.2,-31.7,17.6,1.9,-44.4,-0.5
CCN(CC)S(=O)(=O)c1ccc(N2CCN(CCO)CC2)nc1,81.6,4.3,92.4,-10.2,-2.0,.,6.5,3.0,6.6,-0.2
Cc1nn(CCCC(=O)NCc2ccc(Cl)cc2)c(C)c1[N+](=O)[O-],91.4,3.2,101.1,12.0,-4.8,8.6,4.4,3.8,-21.8,-0.5
CC(C)(C)C1(C)OC(=O)C(=Cc2ccc(OCC(=O)Nc3ccccc3)cc2)C(=O)O1 (stereo not given),101.7,-0.3,100.6,0.0,-2.5,.,21.4,13.9,-8.6,0.9
O=C(NCCN1CCOCC1)c1ccc(CS(=O)(=O)c2ccc(Cl)cc2)o1,80.8,0.9,84.0,-6.9,4.2,11.9,9.6,-23.6,-19.4,-3.0
Cc1cc(C)n2nc3nc4c(cc3c2n1)CCCC4,92.0,0.6,88.3,-1.2,-0.2,22.8,7.6,-9.0,-12.6,-2.0
Cc1ccc(NC(=O)CN(C)S(=O)(=O)c2cccc3nsnc23)cc1Cl,86.2,2.7,69.9,10.3,-0.7,2.6,4.3,-9.1,-4.5,-1.0
CC(C)(C)OC(=O)NCCc1nnc(SCc2ccc(Cl)cc2)o1,86.7,5.4,95.0,-3.7,0.1,11.3,9.5,-0.2,-45.0,0.0
Cc1ccc(CSCCNS(=O)(=O)c2ccccc2)cc1,87.9,1.2,98.9,4.2,-5.8,.,9.7,0.0,-15.1,0.6
CS(=O)(=O)N1CCN(c2ccc([N+](=O)[O-])c(NCc3ccccc3)c2)CC1,85.5,-0.9,79.2,-9.2,.,-6.3,17.2,-13.6,-13.4,-2.6
c1ccc(-c2cc(N3CCCCC3)ncn2)cc1,103.6,2.4,105.0,0.0,1.1,-5.2,6.5,-16.5,-44.4,-0.8
c1ccc(-n2ncc3c(N4CCN(CCOc5cccc6ccccc56)CC4)ncnc32)cc1,69.4,4.9,68.2,-5.3,-0.2,-2.3,16.8,-8.4,-51.0,-2.9

# A portion of the results above:
SMILES,bCat KO growth,NPY Y2 blocker,PTEN del growth,GALR2 antag,Phagocytosis inh,E-sel TNF inh,Measles CPE,Yeast lifespan up,Yeast growth inh,MRP-1 activ
CS(=O)(=O)N1CCN(c2ccc([N+](=O)[O-])c(NCc3ccccc3)c2)CC1,85.5,-0.9,79.2,-9.2,.,-6.3,17.2,-13.6,-13.4,-2.6
c1ccc(-c2cc(N3CCCCC3)ncn2)cc1,103.6,2.4,105.0,0.0,1.1,-5.2,6.5,-16.5,-44.4,-0.8
c1ccc(-n2ncc3c(N4CCN(CCOc5cccc6ccccc56)CC4)ncnc32)cc1,69.4,4.9,68.2,-5.3,-0.2,-2.3,16.8,-8.4,-51.0,-2.9

# Back to the main list with the four entries that preceded the break.
SMILES,bCat KO growth,NPY Y2 blocker,PTEN del growth,GALR2 antag,Phagocytosis inh,E-sel TNF inh,Measles CPE,Yeast lifespan up,Yeast growth inh,MRP-1 activ
Cc1ccc(CSCCNS(=O)(=O)c2ccccc2)cc1,87.9,1.2,98.9,4.2,-5.8,.,9.7,0.0,-15.1,0.6
CS(=O)(=O)N1CCN(c2ccc([N+](=O)[O-])c(NCc3ccccc3)c2)CC1,85.5,-0.9,79.2,-9.2,.,-6.3,17.2,-13.6,-13.4,-2.6
c1ccc(-c2cc(N3CCCCC3)ncn2)cc1,103.6,2.4,105.0,0.0,1.1,-5.2,6.5,-16.5,-44.4,-0.8
c1ccc(-n2ncc3c(N4CCN(CCOc5cccc6ccccc56)CC4)ncnc32)cc1,69.4,4.9,68.2,-5.3,-0.2,-2.3,16.8,-8.4,-51.0,-2.9
CCCCNc1ccc(C(=O)Nc2cccc(C)n2)cc1[N+](=O)[O-],79.6,-0.6,84.2,2.2,-0.6,-20.9,1.8,-18.7,-32.3,0.9
O=C1OCCC1Sc1nnc(-c2ccccc2Br)n1Cc1ccccc1 (stereo not given),85.6,5.4,94.4,-5.2,-1.4,8.0,35.7,1.9,-45.8,-0.7
NC(=O)Nn1c(CCC(=O)O)ccc1-c1ccc(F)cc1,91.6,3.8,92.2,6.7,.,34.3,4.8,-8.3,-15.7,-3.8
CCSc1nc2ccc(OC)cc2cc1C#N,96.0,21.5*,100.0,-3.7,.,7.1,3.4,.,0.1,-2.7
CN1CCN(c2cc3c(c4c2[nH]c2ccccc24)C(=O)CC(C)(C)C3)CC1,1.4*,-1.9,1.8*,7.5,0.6,14.4,28.6,-6.3,-15.1,-6.7
Cc1cccc(C)c1C(=NCCCN(C)C)c1ccccc1,85.0,7.1,79.6,-9.7,-3.1,.,10.1,-1.0,-34.8,-3.0
Cc1ccc2nc(-c3ccncc3)c(Nc3ccccc3)n2c1,80.0,3.2,72.7,3.5,-15.4,.,10.0,-0.7,-13.2,-2.8
COc1cccc(-c2nnc(SCC(=O)NCc3ccc4c(c3)OCO4)n2Cc2ccco2)c1,76.4,15.2,73.2,0.2,-0.3,7.9,8.1,1.5,-47.0,-1.5
COC(=O)C1(C)NC(c2cccs2)C2C(=O)N(c3ccc(F)cc3)C(=O)C21 (stereo not given),93.6,4.9,93.5,2.6,.,5.2,16.6,-4.4,26.5,0.9
N#Cc1ccc(COC(=O)C2CCC(=O)N2)cc1 (stereo not given),98.2,0.9,98.3,4.8,1.3,44.9,16.7,-5.7,-52.6,-0.7
O=S(=O)(NC1CCCC1)c1cccc(-c2nnc(-c3ccccc3)o2)c1,99.2,4.6,89.7,0.3,-0.5,19.8,24.3,-15.1,11.3,1.4
O=C(Nc1ccon1)c1ccccc1F,97.9,0.9,95.6,0.0,-0.9,30.5,6.9,-7.4,-15.6,0.1
COc1ccc(NC(=O)C2=C(C)Nc3ncnn3C2c2ccccc2C(F)(F)F)c(OC)c1 (stereo not given),93.9,5.5,86.4,-8.2,-0.8,10.1,7.4,-6.5,15.8,-2.0
CCn1cnc2cc(NCc3nc4ccccc4n3Cc3ccccc3)ccc21,83.6,-0.4,90.6,9.7,.,24.9,9.9,.,-19.7,0.3
O=C(O)CSc1nc2ccc(Cl)cc2[nH]1,98.2,2.2,100.3,0.7,0.6,.,14.1,-4.8,-8.3,-1.2
Cc1cc(C)n2nc(SCc3cc(=O)oc4cc(O)ccc34)nc2n1,76.5,1.1,80.8,-6.1,-0.9,-8.7,4.5,-5.3,-23.8,0.5
COc1ccc(/C=N/NC(=O)CNC(=O)COc2ccccc2)cc1,99.5,2.1,108.1,-2.6,-4.7,11.4,6.2,4.4,-15.6,-1.1
Cc1nnc(SCCN2CCOCC2)n1-c1cccc(Cl)c1,91.0,3.1,101.2,6.2,-2.3,-18.8,21.6,4.2,-32.1,-2.0
CC(Oc1ccc(Br)cc1)C(=O)Nn1c(=S)[nH]c2ncccc2c1=O (stereo not given),87.2,7.8,89.4,-3.1,-6.2,.,15.5,-3.6,-7.4,3.2
Cc1cccc(OCc2nnc(SCC(=O)N3CCN(C(=O)c4ccco4)CC3)n2C)c1C,102.0,3.0,105.8,9.7,0.0,.,20.4,-6.7,-56.9,-0.3
CC(C)(C)NC(=O)C(c1ccco1)N(Cc1ccc2c(c1)OCO2)C(=O)Cn1nnc2ccccc21 (stereo not given),91.2,8.1,78.3,-9.0,-0.2,.,6.7,-13.4,-39.0,-1.1
Cc1ccc(Cl)cc1OCC(=O)NCCOC(=O)Nc1sc(=S)n(C)c1C,88.2,2.4,94.2,1.3,.,.,26.9,-3.3,-2.8,0.1
CC1CCCN(CCCNC(=O)CCn2nc(-c3ccccc3)ccc2=O)C1 (stereo not given),87.6,-0.7,102.2,-4.1,5.0,3.1,8.2,-7.0,-49.2,-1.7
COc1ccccc1C(=O)Nc1ccc(N2CCN(S(C)(=O)=O)CC2)cc1,92.2,-0.2,104.8,-14.2,-0.5,-24.0,3.4,-2.1,-37.6,-0.9
COc1cccc(/C=N/NC(=O)CSc2ccccc2C)c1O,9.1,4.1,9.5,9.6,-3.4,.,7.8,-4.4,-61.7,2.7
O=C(COC(=O)c1ccco1)NCc1cccs1,103.6,1.2,109.8,-18.3,-0.4,-2.6,2.2,-10.6,2.9,-3.6
Cc1ccc(Cn2c(=N)n(CC(O)COc3ccccc3)c3ccccc32)cc1 (stereo not given),0.5*,33.7*,0.5*,-0.8,0.4,-9.9,7.0,-7.0,19.2,-6.0
O=C(Nc1ccc2c(c1)OCO2)c1ccc(Cl)s1,62.8,-0.1,68.4,-9.3,-1.1,-1.4,54.4*,-18.8,-57.8,-1.6
Cc1ccc(SCCNC(=O)c2ccc(C)c(S(=O)(=O)Nc3ccccc3C)c2)cc1,64.2,2.9,63.8,-2.1,2.6,-75.5,3.3,-18.6,-18.1,1.6
CCC1c2ccc(C)n2CCN1C(=O)Nc1ccccc1OC (stereo not given),74.2,1.8,88.2,-14.3,.,-9.5,5.4,.,-24.3,-3.9
CC1(C)NC(=O)N(CC(O)COc2ccc(N3C(=O)c4ccccc4C3=O)cc2)C1=O (stereo not given),89.3,-1.7,98.3,-3.6,-2.8,.,46.8*,0.0,-3.1,-3.0
Cc1ccc(CNC(=O)/C=C/c2ccc(S(=O)(=O)N3CCOCC3)cc2)cc1,94.2,2.4,100.0,-9.9,-3.8,.,3.3,8.6,-36.4,-0.2
CC(OC(=O)c1cc(S(=O)(=O)N(C)c2ccccc2)ccc1Cl)C(=O)Nc1ccc2c(c1)OCCO2 (stereo not given),100.3,1.2,103.5,3.0,3.1,1.9,10.2,-0.2,-29.0,-0.4
CCSc1nnc(NC(=O)[C@@H](NC(=O)c2ccccc2)C(C)C)s1,84.2,3.2,93.5,-2.6,-9.4,36.8,32.5,4.9,11.1,-0.1
CCc1cc2c(SCC(=O)c3ccc(Cl)s3)ncnc2s1,105.1,8.1,102.2,-4.1,.,6.4,7.0,-9.6,-61.4,1.0
Cc1ccc(-n2c(C)cc3c2CC(C)(C)CC3=O)cc1C,85.0,-1.2,90.7,1.3,-1.6,32.0,12.7,17.1,-55.8,-0.9
COc1ccc(CCN=CC2=C(O)CCCC2=O)cc1OC,87.8,0.7,90.4,-4.6,0.6,.,6.2,16.0,-32.4,0.1
O=C(COC(=O)c1cccs1)NC1CCCCC1,110.2,-1.8,104.2,1.8,-1.3,-8.2,7.1,-1.9,-41.3,-0.2
